NOD2-RIPK2 inh = blocks binding of human NOD2 to RIPK2. CHO BLA complementation NOD2-RIPK2, CCF4 ratio. inhibition, % at 4.98 µM. hit rate 0.38% among 360,000. AID 624267; in the data active = inhibition above about 21%;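 also: 0% = vehicle only and 100% = reference blocker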
SRC3 inh = human NCOA3 inhibition. Q9Y6Q9. HEK293 GAL4-SRC3 luciferase reporter, luminescence. inhibition, % at 3.6 µM. hit rate 0.17% among 360,000;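 active = inhibition above a per-campaign cutoff, the mean of all compounds plus 3 SD, cut at about 60% in these data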;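 also: 0% = DMSO-treated cells and 100% = gossypol-treated cells at 36 µM; higher means less SRC3-driven luciferase light from the GAL4 reporter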
ABHD5-PLIN5 inh = blocks binding of human ABHD5 to perilipin-5; Q00G26+Q8WTS1; Split G. princeps luciferase complementation, luminescence, 4 h; inhibition, % at 4 µM; hit rate 0.78% among 360,000; AID 602281;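 active = inhibition above the mean inhibition across every tested compound plus 3 SD, cut at about 22% in these data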;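 also: 0% = DMSO only wells and the 100% control is not disclosed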
TROY NFkB inh = inhibitors of TROY-dependent NF-kB signaling. hit rate 0.98% among 360,000. inhibition, % at 10 µM. Q293 LMP1-TROYcd NF-kB luciferase reporter, 4 h;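 active = compounds whose plate-normalised and pattern-corrected inhibition of the luciferase reporter signal at the single screening dose is 50% or more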
TLR9-MyD88 inh = inhibitors of human TLR9-MyD88 binding; inhibition, % at 4.98 µM; CHO BLA complementation TLR9-MyD88, CCF4 FRET ratio; Q9NR96+Q99836; AID 504734; hit rate 0.21% among 340,000;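 active = inhibition above the mean over all tested compounds plus 3 SD, cut at about 21% in these data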;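 also: 0% = DMSO only wells and 100% = clavulanate BLA inhibitor control wells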
Exocytosis inh = lytic granule exocytosis inhibition | TALL-104 LAMP-1 surface exposure, flow cytometry; cells stimulated with thapsigargin and PMA | inhibition, % at 10 µM | hit rate 0.66% among 360,000;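 active = inhibition above about 55%, limit read from the data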
NR5A2 inv ag = NR5A2 inverse agonism in reporter assay; HEK293T StAR-luciferase reporter, LRH-1 transfected, 24 h; inhibition, % at 3.6 µM; hit rate 0.13% among 360,000;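 active = inhibition above the mean inhibition of all tested compounds plus 3 SD, cut at about 73% in these data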;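 also: 0% = DMSO wells and 100% = reporter-only cells lacking LRH-1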
TWEAK Fn14 block = TWEAK-Fn14 signaling inhibition | TWEAK-stimulated Fn14 reporter cells, luciferase luminescence, 8 h | inhibition, % at 10 µM | hit rate 2% among 360,000 | AID 1159606; in the data active = inhibition above about 50%
NCOA2 inhibitor = human SRC2 (NCOA2) inhibition | Q15596 | HEK293 GAL4-SRC2 luciferase reporter, luminescence | inhibition, % at 9 µM | hit rate 0.17% among 370,000 | AID 651957;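 active = inhibition above the mean inhibition of all tested compounds plus 3 SD, set per campaign, cut at about 52% in these data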;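 also: 0% = DMSO treated cells and 100% = cells given Gossypol at 36 µM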
COUP-TFII inh = blocks human COUP-TFII nuclear receptor. P24468. HEK293T NGFI-A luciferase reporter, luminescence. inhibition, % at 8.6 µM. hit rate 0.7% among 370,000;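 active = inhibition above a per-plate cutoff, mean inhibition of test wells between control levels plus 3 SD, cut at about 38% in these data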;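 also: cells cotransfected with COUP-TFII expression vector driving the NGFI-A reporter; 0% = median of COUP-TF2 test wells and 100% = reporter-only cells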
SRC1 inh = human NCOA1 inhibition; Q15788; HEK293 GAL4-SRC1 luciferase reporter, luminescence; inhibition, % at 3.6 µM; hit rate 0.12% among 360,000;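 active = inhibition above the campaign mean plus 3 SD, with each screening campaign given its own cutoff, cut at about 60% in these data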;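 also: 0% = DMSO treated cells and 100% = gossypol at 36 µM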
Target sequence (Q15788 whole entry, looked up, the tested form may be a part): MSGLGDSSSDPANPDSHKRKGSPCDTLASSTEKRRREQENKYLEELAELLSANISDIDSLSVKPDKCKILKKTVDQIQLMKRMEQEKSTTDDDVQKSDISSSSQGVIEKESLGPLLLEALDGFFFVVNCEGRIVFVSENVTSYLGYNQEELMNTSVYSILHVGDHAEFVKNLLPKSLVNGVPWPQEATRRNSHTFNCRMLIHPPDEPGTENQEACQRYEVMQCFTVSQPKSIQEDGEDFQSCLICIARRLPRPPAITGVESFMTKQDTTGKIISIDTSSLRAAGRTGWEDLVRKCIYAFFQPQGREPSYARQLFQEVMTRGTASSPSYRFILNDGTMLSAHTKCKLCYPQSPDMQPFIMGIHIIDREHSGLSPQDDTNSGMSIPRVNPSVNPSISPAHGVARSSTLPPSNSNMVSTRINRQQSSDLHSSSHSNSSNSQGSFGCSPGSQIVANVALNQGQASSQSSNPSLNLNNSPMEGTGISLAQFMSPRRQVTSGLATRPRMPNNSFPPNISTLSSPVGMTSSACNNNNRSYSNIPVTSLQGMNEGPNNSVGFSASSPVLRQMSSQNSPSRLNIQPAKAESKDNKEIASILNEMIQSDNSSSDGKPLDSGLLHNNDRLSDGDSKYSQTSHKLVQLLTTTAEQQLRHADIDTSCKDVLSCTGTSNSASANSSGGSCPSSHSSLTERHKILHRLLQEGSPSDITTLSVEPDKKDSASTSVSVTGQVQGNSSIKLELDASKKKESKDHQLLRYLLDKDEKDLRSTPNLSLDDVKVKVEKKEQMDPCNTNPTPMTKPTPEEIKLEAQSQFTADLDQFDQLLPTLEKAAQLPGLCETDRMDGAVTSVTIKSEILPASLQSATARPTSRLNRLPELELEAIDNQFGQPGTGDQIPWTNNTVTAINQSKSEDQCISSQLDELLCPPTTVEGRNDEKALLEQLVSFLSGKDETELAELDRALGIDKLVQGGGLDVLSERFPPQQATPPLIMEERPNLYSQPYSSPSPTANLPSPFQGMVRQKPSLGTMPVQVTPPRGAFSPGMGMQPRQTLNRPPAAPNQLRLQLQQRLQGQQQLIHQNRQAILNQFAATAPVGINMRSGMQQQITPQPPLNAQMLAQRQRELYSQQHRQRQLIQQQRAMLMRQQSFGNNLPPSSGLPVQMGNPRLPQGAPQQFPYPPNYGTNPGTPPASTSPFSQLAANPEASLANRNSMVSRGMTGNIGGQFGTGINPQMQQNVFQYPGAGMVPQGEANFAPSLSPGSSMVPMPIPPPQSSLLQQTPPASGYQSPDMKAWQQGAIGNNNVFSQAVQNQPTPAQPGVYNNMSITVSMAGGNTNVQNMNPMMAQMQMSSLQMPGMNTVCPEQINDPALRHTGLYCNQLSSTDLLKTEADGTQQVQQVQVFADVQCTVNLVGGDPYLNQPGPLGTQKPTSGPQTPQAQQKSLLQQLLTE
An asterisk follows results filed as active; . = no result given. A portion of the library, so the mix of outcomes need not match the whole.

SMILES	NOD2-RIPK2 inh	SRC3 inh	ABHD5-PLIN5 inh	TROY NFkB inh	TLR9-MyD88 inh	Exocytosis inh	NR5A2 inv ag	TWEAK Fn14 block	NCOA2 inhibitor	COUP-TFII inh	SRC1 inh
Cn1c(SCC(=O)Nc2cc(S(=O)(=O)N3CCOCC3)ccc2N2CCOCC2)nnc1-c1ccncc1	-2	12	4	-3	3	-2	-7	5	-23	4	-3
COc1cc2c(cc1OC)C1=CC(=O)C(=O)N1C(C)(C)C2	-8	-7	-2	7	-4	3	5	-5	-13	-12	-31
O=C(/C=C/c1ccccc1)OCc1cncs1	-2	-20	-5	-10	-4	-6	-12	-15	-12	7	-2
O=C1C=C(NCc2ccccc2)CCC1	3	7	-3	6	7	-7	5	5	-1	-2	-5
O=[N+]([O-])c1ccccc1/C=C/C=N/n1c(-c2cc(-c3ccccc3)n[nH]2)n[nH]c1=S	-11	0	-7	-9	-10	0	17	-13	-8	1	-9
Cc1cccc(-n2cccc2)c1C#N	-6	-3	-4	-4	-70	6	-9	7	3	-1	3
COCCCNC(=O)CSc1nc2ccccc2c(=O)n1CCc1ccc(S(N)(=O)=O)cc1	0	15	3	-2	2	3	10	8	-39	-3	-9
CCCn1nnc(NC(=O)c2ccccc2Cl)n1	-4	-52	0	-34	9	-2	-42	-16	-22	-16	-48
Cc1ccc(S(=O)(=O)Nc2ccc(C(=O)N3CCOCC3)cc2)cc1	-10	3	2	8	-4	-7	-1	23	-3	-9	-13
Cc1ccc2c(c1)N(C(=O)CCC(=O)N1CCN(c3ccccn3)CC1)CCO2	9	7	2	13	-4	-3	6	-4	4	-7	7
CC1Cc2cc(S(=O)(=O)CCC(=O)N3CCN(c4ccccc4)CC3)ccc2N1C(=O)C1CC1 (stereo not given)	-5	15	-2	15	3	-1	-21	-14	10	8	-6
CCc1nccn1CCC(=O)NC1CC(C)(C)Cc2c1cnn2-c1ccc(OC)cc1 (stereo not given)	9	13	-1	4	-4	0	-7	5	-15	-5	-56
Cc1ccc(OCC(=O)NNC(=O)[C@@H]2CCCC[C@@H]2C(=O)O)c(Br)c1	1	-4	3	0	-10	-3	-23	-12	12	-8	-9
CCc1ccc(C(=O)OCC(=O)N(CCOC)c2c(N)n(Cc3ccccc3)c(=O)[nH]c2=O)cc1	1	3	-8	5	-8	3	6	3	8	1	-6
CCOC(=O)C1=CCC2c3c(c4ccccc4n3C)C(=O)C1N2C(=O)OC(C)(C)C (stereo not given)	-5	4	3	-4	-4	0	18	-3	18	2	-8
CCOc1cc(/C=C2\N=C(C)OC2=O)cc(Cl)c1OCC(=O)OC	-8	17	1	2	-1	12	1	-13	-30	0	14
O=S1(=O)N=C(Nc2ccc(N3CCOCC3)cc2)c2ccccc21	-3	-13	1	-9	-9	2	-21	13	-18	0	-42
CC(=O)Nc1cccc(NC(=O)c2cc(-c3ccccn3)nc3ccc(Cl)cc23)c1	-3	-29	5	12	-8	3	11	-2	0	6	-37
O=S(=O)(c1cc(Cl)ccc1Cl)n1cccn1	-14	8	1	-17	6	0	-7	3	-18	9	-10
CCN(CC)S(=O)(=O)c1ccc(-c2nnc(SCC(=O)Nc3cc(OC)cc(OC)c3)o2)cc1	-3	12	0	2	-12	-2	11	-2	1	-2	-3
CSCCC1NC2(C(=O)Nc3c2ccc(Cl)c3C)[C@@H]2C(=O)N(C3CCCC3)C(=O)[C@H]12 (stereo not given in full)	-4	1	-4	5	-4	1	17	16	8	-10	-6
O=C(NCCc1ccccc1Cl)c1ccc2nc3ccccc3c(=O)n2c1	-22	-4	4	14	-8	19	-3	23	-43	-7	-3
CC1CCCC(C)N1C(=S)NCc1ccco1 (stereo not given)	-1	1	-7	5	-5	-1	-25	10	28	-13	9
COCCn1c(SCC(=O)NCc2cccs2)nnc1-c1ccc(OC)cc1	-9	12	-1	5	-6	-1	21	17	7	14	8
O=C(Nc1ccc([N+](=O)[O-])cc1Cl)c1cccc([N+](=O)[O-])c1	-5	-44	5	-23	2	-2	18	-2	-7	-19	-18
Cc1onc(-c2ccccc2Cl)c1C(=O)OCN1C(=O)c2ccccc2C1=O	-13	12	3	4	7	-5	3	6	-14	1	-13
O=C(CCN1CCc2ccccc2C1)Nc1ccccc1	5	-2	6	-18	5	-1	5	1	-16	2	-6
C#CCNC(=O)C1=C[C@@H](c2ccc(Br)cc2)[C@H](CCCO)[C@@H](OCC)O1	1	-8	1	1	-1	-1	0	0	1	17	-4
Cc1ccc([C@H]2N[C@]3(CCCN(CC4CCCCC4)C3=O)[C@H]3C(=O)N(Cc4ccccc4)C(=O)[C@@H]23)cc1	2	-9	0	-9	-5	-1	-11	19	-4	4	5
CC(O)c1nc2ccccc2n1CC(=O)Nc1ccc(F)cc1Cl (stereo not given)	-5	0	0	18	4	-18	7	2	1	-5	-8
Nc1nnc(SCC(=O)OCC(=O)NC2CCCCC2)s1	3	12	1	5	-13	-1	0	15	14	-18	-7
O=C1[C@H]2[C@@H](c3ccc(Cl)cc3)N3C(=O)N(c4cccc(F)c4)C(=O)[C@@]3(Cc3ccccc3)[C@H]2C(=O)N1C1CCCCC1	-5	10	-2	3	-6	-1	18	12	-10	-8	3
N/C(Cc1ccc(Cl)cc1Cl)=N\OC(=O)c1ccccc1	0	-4	3	-61	1	1	-6	-39	-14	4	3
Cc1ccc(-n2cnc3scc(-c4cccs4)c3c2=O)cc1	-5	-1	0	10	2	-5	2	3	-19	-9	8
CC(C)C(c1nnnn1C1CCCC1)N1CCOCC1 (stereo not given)	-14	3	5	8	-1	1	7	5	-3	1	-7
O=C(N/N=C/c1ccc([N+](=O)[O-])cc1)c1cc(C2CC2)[nH]n1	1	7	2	-9	-5	1	14	-30	-41	-7	1
Cc1ccc(NC(=S)N2CCN(S(=O)(=O)c3ccccc3)CC2)cc1C	1	-9	0	11	3	-2	-22	3	0	8	2
O=C(NCC(c1ccco1)N1CCCCC1)c1ccc2c(c1)S(=O)(=O)c1ccccc1C2=O (stereo not given)	-4	4	3	35	2	-4	-2	4	-20	-10	-12
Cn1nccc1NC(=O)Nc1ccc(OC(F)(F)F)cc1	-7	4	-3	8	.	-6	-8	-13	13	14	2
Cc1ccccc1C(=O)Nc1nnc(S(=O)(=O)N2CCCCC2)s1	8	-13	7	-10	2	3	0	-1	-16	17	-10
COc1ccc(C(=O)Nc2ccc(CN3CCOCC3)cc2)cc1	1	-73	0	-22	6	11	-34	0	-66	-20	-81
CCC/S(C)=N/S(=O)(=O)c1ccc(C)cc1 (stereo not given)	-4	10	1	-11	6	-2	18	0	-11	2	18
ClC1=C(Cl)C(Cl)=C(Cl)C1=C/C=C/c1ccccc1	2	13	-7	-4	-8	5	4	23	-3	8	-4
Cc1cc(NCCN(C)C)n2nc(-c3cccs3)cc2n1	-9	0	3	-14	2	3	17	11	-8	-20	3
CSC1=NC=C(C#N)C2=NC(c3ccc(Cl)cc3)NN12 (stereo not given)	-10	-4	5	-1	.	-7	9	5	.	.	-14
Cc1ccc(C(=O)N/N=C/c2ccoc2)cc1C	7	-25	-2	1	-9	-1	16	5	-19	-11	-24
COc1ccc(-n2nc(C(=O)NCC(=O)NCCCN3CCOCC3)c3ccccc3c2=O)c(OC)c1	-13	-49	4	30	-3	-5	4	21	8	10	2
CC(C)(C)c1ccc(S(=O)(=O)N2CCC(O)(c3ccc(Cl)cc3)CC2)cc1	-1	3	-4	47	-3	11	-7	13	-3	7	-8
Cc1nnsc1C(=O)Nc1ccccc1	-6	3	5	6	0	-4	-8	-17	-40	-5	1
COc1ccc(/C=N/NC(=O)c2ccccc2O)cc1Cn1nnc2ccccc21	0	-5	0	-31	3	6	-16	-16	-46	-15	-41
CCCc1cc(C(=O)NNC(=S)NC2CCCCC2)cs1	-10	-17	-6	-41	10	-6	-32	7	-45	-12	-21
Cc1occc1C(=O)N1CCCc2ccccc21	-3	-6	4	8	-2	-3	11	-11	-5	-5	6
Cc1cc(C)cc(N2C(=O)CC(N(C(=O)c3ccco3)c3cc(C)cc(C)c3)C2=O)c1 (stereo not given)	-6	6	2	7	-4	-6	13	2	-4	13	-2
O=C(Nc1ccc2c(c1)C(=O)c1ccccc1-2)c1ccccc1	-10	-79	1	-68	0	-10	-27	-14	-84	-18	-63
COc1ccc(OC)c(C2C(C#N)=C(N)N(N(C)C)C3=C2C(=O)CC(C)(C)C3)c1 (stereo not given)	9	0	-13	-23	0	4	-21	1	-26	8	6
CN(C)CC/C=C1\c2ccccc2Sc2ccc(Cl)cc21	-1	3	17	-66	-3	-1	-6	-4	-5	-7	-2
CC1=CC(=O)N(c2cccc(C(F)(F)F)c2)C1c1ccc(Cl)cc1 (stereo not given)	6	-18	-4	27	-2	21	12	18	11	30	2
CN(C)CCCNCCCNC(=O)c1ccccn1	7	-14	-1	-20	-2	1	6	-4	-11	1	-4
COc1ccccc1NC(=O)c1ccc(CSc2ccccc2)o1	6	9	11	-3	9	14	14	-24	-37	6	-5
COC(=O)[C@]12CCCCC=C1N(Cc1ccco1)C(=O)[C@H](CC(=O)N1CCN(C(=O)c3ccco3)CC1)C2	12	.	-1	-2	.	-2	-21	2	-24	0	.

Pulled one by one from above, 2 records:
SMILES	NOD2-RIPK2 inh	SRC3 inh	ABHD5-PLIN5 inh	TROY NFkB inh	TLR9-MyD88 inh	Exocytosis inh	NR5A2 inv ag	TWEAK Fn14 block	NCOA2 inhibitor	COUP-TFII inh	SRC1 inh
O=C(/C=C/c1ccccc1)OCc1cncs1	-2	-20	-5	-10	-4	-6	-12	-15	-12	7	-2
Cc1ccc(-n2cnc3scc(-c4cccs4)c3c2=O)cc1	-5	-1	0	10	2	-5	2	3	-19	-9	8

Other records
SMILES	NOD2-RIPK2 inh	SRC3 inh	ABHD5-PLIN5 inh	TROY NFkB inh	TLR9-MyD88 inh	Exocytosis inh	NR5A2 inv ag	TWEAK Fn14 block	NCOA2 inhibitor	COUP-TFII inh	SRC1 inh
O=C(Nc1ccc(Oc2ccccc2)cc1)C1CC1	-15	5	-1	-25	9	-3	-14	-12	-19	-19	-6
Nc1c(C(=O)CSc2n[nH]c(-c3ccccc3)n2)c(=O)[nH]c(=O)n1C1CC1	-1	-6	10	16	-5	-3	6	4	-28	-2	0
CCOc1ccc(N(CC(=O)N2CCN(c3ccccc3OC)CC2)S(=O)(=O)c2ccc(C)cc2)cc1	-6	5	-1	-4	2	0	9	-3	-38	-23	-8
O=S(=O)(Nc1cccc(-c2nc3cccnc3s2)c1)c1ccc2c(c1)OCCO2	4	-1	11	44	3	9	10	-5	-22	-6	3
Cc1cccc(NC(=O)CSc2nc(N)c(NC(=O)c3cccs3)c(=O)[nH]2)c1C	-3	16	3	10	7	0	8	2	-22	2	17
COc1ccc(NS(=O)(=O)/C=C/c2ccc(OC)c(OC)c2)cc1	9	14	5	-17	-1	-4	-6	-14	-6	-3	9
O=C(COC(=O)c1cccnc1Cl)Nc1ccc(N2CCCCC2)cc1	-6	-18	8	-16	-1	2	1	-15	14	-24	-15
C=CCOc1ccccc1CNc1ccc2[nH]c(=O)[nH]c2c1	-3	13	-4	-28	-9	-1	1	4	21	20	-8
Cc1c(C(=O)C(=O)NCC2CCCO2)c2ccccc2n1C (stereo not given)	7	10	2	13	-8	-2	10	-3	4	-1	-14
CC(NC(=O)c1ccc(F)cc1)c1ccc2c(c1)CCCC2 (stereo not given)	-1	-2	-5	53*	6	-5	8	20	6	-13	-4
C(=N\NC1=NCCN1)/c1ccncc1	1	-5	-1	0	-6	-1	0	-3	7	2	-9

Source: PubChem
